A3A deaminase – APOBEC3A ssDNA deaminase inhibitors, primary screen, selectivity assay for APOBEC3G inhibitor project, biochemical, FAM/TAMRA oligo cleavage fluorescence; recombinant A3A, FAM/TAMRA ssDNA deamination fluorescence; inhibition, % at 20 µM; DNA dC->dU-editing enzyme APOBEC-3A (Homo sapiens), P31941; 330,000 compounds, 0.41% hits; AID 493011, 2011;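 active = at least 40% inhibition at 20 µM here, with at most 30% in a related deaminase screen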;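 note: plate controls were A3A with DMSO for no effect and wells lacking A3A enzyme for full effect; some results filed as inactive read as strong as hits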
Target sequence (P31941 whole entry, looked up): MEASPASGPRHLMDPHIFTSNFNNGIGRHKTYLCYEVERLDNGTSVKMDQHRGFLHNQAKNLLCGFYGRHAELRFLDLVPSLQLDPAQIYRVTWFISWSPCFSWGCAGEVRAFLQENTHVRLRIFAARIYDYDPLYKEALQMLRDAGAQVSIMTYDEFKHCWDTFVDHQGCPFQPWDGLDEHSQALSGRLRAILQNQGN
EBI2 antag – EBI2 receptor antagonists, beta-arrestin recruitment, primary screen, cell-based, luminescence, 7a,25-OHC stimulation, uHTS | inhibition, % at 5 µM | 360,000 compounds, 0.81% hits | AID 651636, 2012 | G-protein coupled receptor 183 (Homo sapiens), P32249 | 7a,25-OHC stimulated; in the data active = inhibition above about 38%;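 note: enzyme fragment complementation signal reports receptor beta-arrestin coupling in cells; 0% = agonist plus DMSO wells and 100% = wells without agonist; some results beyond the cut were filed as inactive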
A3G deaminase – APOBEC3G DNA deaminase inhibitors, primary screen, biochemical, fluorescence, single-stranded DNA substrate, uHTS. AID 493012, 2011. inhibition, % at 20 µM. recombinant A3G, ssDNA deamination FAM/TAMRA fluorescence. 330,000 compounds, 0.28% hits;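 active = inhibition of at least 40% at 20 µM, with no more than 30% in the related APOBEC3A deaminase screen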;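 note: plate controls were DMSO wells with A3G for no effect and wells lacking A3G enzyme for full effect; some compounds called inactive have numbers as strong as hits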
Target sequence (Q9HC16 whole entry, looked up): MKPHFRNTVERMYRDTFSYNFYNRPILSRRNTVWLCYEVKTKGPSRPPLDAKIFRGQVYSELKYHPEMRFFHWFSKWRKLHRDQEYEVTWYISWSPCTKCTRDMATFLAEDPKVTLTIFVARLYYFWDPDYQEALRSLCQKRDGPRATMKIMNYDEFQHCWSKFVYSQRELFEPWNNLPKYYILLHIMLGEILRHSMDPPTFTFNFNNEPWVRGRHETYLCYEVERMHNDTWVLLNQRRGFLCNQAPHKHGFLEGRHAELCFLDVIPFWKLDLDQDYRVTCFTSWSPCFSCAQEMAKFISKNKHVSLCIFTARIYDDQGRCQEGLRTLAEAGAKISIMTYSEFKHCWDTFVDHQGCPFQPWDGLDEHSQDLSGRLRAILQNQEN
GRIN3A LBD mod – binders of NR3A ligand-binding domain, primary screen, biophysical, differential scanning fluorimetry, uHTS | Glutamate receptor ionotropic, NMDA 3A (GRIN3A) ligand-binding domain | NR3A LBD differential scanning fluorimetry, Tm shift; 0% = protein alone, 100% = glycine-bound protein | Tm shift relative to glycine control, % at 25 µM | 340,000 compounds, 2.5% hits;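 active = melting temperature shift of at least 10% of the positive control shift, at one fixed dose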
CCR6 antagonist – CCR6 receptor antagonists, primary screen, cell-based, CHO-K1, luminescence, beta-arrestin, uHTS; inhibition, % at 20 µM; CHO-K1 CCR6 PathHunter beta-arrestin, CCL20-stimulated; 340,000 compounds, 0.49% hits; AID 493098, 2011;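 active = compounds whose inhibition of the agonist-driven luminescence signal at 20 µM reaches about 50%, limit read from the data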;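 note: cells stimulated with CCL20 at 14 nM final; plate controls were DMSO with CCL20 for no effect and DMSO without agonist for full effect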
Target sequence (P51684 whole entry, looked up): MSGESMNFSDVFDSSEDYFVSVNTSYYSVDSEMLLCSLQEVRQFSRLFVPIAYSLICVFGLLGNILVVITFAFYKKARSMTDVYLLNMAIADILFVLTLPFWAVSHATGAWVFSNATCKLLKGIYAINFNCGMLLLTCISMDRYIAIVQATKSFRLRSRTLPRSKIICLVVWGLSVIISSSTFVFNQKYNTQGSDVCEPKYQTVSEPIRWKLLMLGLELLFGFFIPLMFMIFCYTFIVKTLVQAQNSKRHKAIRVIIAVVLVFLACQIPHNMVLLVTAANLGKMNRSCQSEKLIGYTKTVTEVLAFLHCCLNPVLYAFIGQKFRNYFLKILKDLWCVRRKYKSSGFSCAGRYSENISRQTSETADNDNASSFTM
MPTP inh – mitochondrial permeability transition pore inhibitors, primary screen, biochemical, isolated mouse mitochondria, absorbance; Ca2+ swelling absorbance, 30 min; inhibition, % at 10 µM; 360,000 compounds, 1.4% hits;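 active = inhibition of 50% or more, scaled per plate between neutral and stimulator controls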;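 note: 0% = DMSO wells given calcium and 100% = 1 mM EGTA wells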
Gli-Sufu antag – Gli-Sufu pathway antagonists, primary screen, luciferase luminescence, Sufu-KO-LIGHT cells, uHTS. Sufu-KO-LIGHT fibroblasts, Gli luciferase reporter luminescence. inhibition, % at 5 µM. 340,000 compounds, 0.74% hits;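 active = inhibition above about 55%, limit read from the data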;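 note: 0% = DMSO-treated cells and 100% = wells with medium but no cells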
CXCR6 block – CXCR6 receptor inhibitors, primary screen, cell-based, beta-arrestin, luminescence, CHO-K1 PathHunter, 1536-well. AID 602244, 2012. inhibition, % at 20 µM. 360,000 compounds, 0.36% hits. C-X-C chemokine receptor type 6 (Homo sapiens), O00574; in the data active = inhibition above about 34%, passing the limit was not always enough;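 note: antagonist mode with CXCL16 agonist at 10 nM final; 0% = 10 nM CXCL16 with DMSO and 100% = unstimulated wells without agonist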
* marks the source's active call; other numbers are inactive results; . = not tested or not shown.

| smiles | A3A deaminase | A3G deaminase | CXCR6 block | Gli-Sufu antag | GRIN3A LBD mod | EBI2 antag | MPTP inh | CCR6 antagonist |
| --- | --- | --- | --- | --- | --- | --- | --- | --- |
| CCN(c1ccc(OC)cc1)S(=O)(=O)c1nnc(NC(=O)c2ccccc2Cl)s1 | 5 | 2 | -14 | -7 | 3 | -3 | 1.2 | 7 |
| COc1ccc(S(N)(=O)=O)cc1-c1nnc2c3ccccc3c(C)nn12 | 3 | 1 | -17 | 1 | -2 | -4 | -0.2 | 4 |
| CC(=O)N1CCN(c2ccc(NC(=O)C(c3ccccc3)c3ccccc3)cc2)CC1 | 0 | 0 | 3 | -22 | -2 | 4 | -0.4 | -9 |
| Cc1c(NC(=S)SCc2ccccc2)c(=O)n(-c2ccccc2)n1C | 9 | -2 | 10 | 4 | 0 | 8 | 0.6 | 23 |
| O=C(N/N=C/c1ccc2c(c1)OCO2)C(=O)Nc1ccccc1 | 10 | 2 | -1 | -60 | 5 | -1 | 1.4 | 4 |
| CC(Sc1ncn[nH]1)C(=O)NCc1ccccc1 (centres undefined) | 1 | -2 | -7 | 8 | -2 | -5 | -0.8 | 3 |
| COc1ccc(NC2CCCN(C(=O)c3cc(C)nc4cc(F)ccc34)C2)cc1 (centres undefined) | -8 | -5 | 3 | 28 | -5 | 6 | -0.3 | 15 |
| N#Cc1cccc(NC(=O)c2nc(-c3ccccc3)n(-c3ccccc3)n2)c1 | 1 | -1 | -4 | 8 | 1 | -5 | -2.6 | 10 |
| O=C(Cc1cccs1)NCc1ccc2c(c1)OCO2 | 1 | 3 | -5 | -20 | -4 | 0 | -1.4 | -8 |
| O=C(N/N=C/c1ccncc1)c1ccc(-n2cccc2)cc1 | -2 | 2 | -2 | 27 | -3 | -8 | -1.3 | -1 |
| COc1ccc(-c2ccc(CNCCCN3CCOCC3)o2)cc1Cl | 0 | -5 | 3 | 2 | -1 | -1 | -3.3 | 17 |
| CCCCNC(=O)COC(=O)CNC(=O)c1cc(Cl)cc([N+](=O)[O-])c1 | 5 | -3 | -6 | -5 | -2 | -7 | -1.6 | -9 |
| O=C(NCCc1ccccc1)/C(=C\c1cccc([N+](=O)[O-])c1)NC(=O)c1ccco1 | -2 | -4 | 4 | -2 | -1 | -2 | -0.2 | 13 |
| O=C(Cn1c(=O)n(CC(=O)NCc2ccccc2)c2ccccc21)NCc1ccccc1 | 5 | -1 | 7 | -4 | 1 | 5 | 0.2 | 11 |
| CC(=O)N1CCN(CC(=O)Nc2cc(S(=O)(=O)N3CCCCC3)ccc2C)CC1 | -4 | -8 | -5 | -4 | 0 | -2 | -0.6 | 2 |
| CCCCSc1n[nH]c(N)n1 | 2 | -5 | -6 | -11 | -5 | -17 | 0.4 | -6 |
| O=C1NC(CCc2ccccc2)C(=O)N1CCOc1ccccc1 (centres undefined) | -3 | -3 | 12 | -9 | -1 | 3 | -0.3 | 7 |
| O=C(NCC1CCCO1)c1nn2c(c1Cl)NC(c1ccc(F)cc1)CC2C(F)(F)F (centres undefined) | . | . | -10 | 2 | -1 | -8 | 0.1 | -16 |
| Cc1ccc(C)c(NC(=O)COC(=O)c2cc3ccccc3oc2=O)c1 | 2 | 1 | -5 | 4 | 1 | -11 | 0.1 | 4 |
| COc1ccc2[nH]c(=O)c(CN(Cc3nnnn3Cc3ccc(F)cc3)CC3CCCO3)cc2c1 (centres undefined) | -3 | -3 | 14 | 5 | 0 | -7 | -1.1 | -17 |
| CCN(CC)CCNC(=O)c1cn(CC)c2ccc(S(=O)(=O)N3CCOCC3)cc2c1=O | 2 | 6 | 2 | 4 | -2 | -7 | -0.6 | 0 |
| COc1ccc(C2C(C(=O)NCc3ccccn3)c3ccccc3C(=O)N2C)cc1OC (centres undefined) | -1 | 2 | 1 | 2 | -1 | -7 | -0.8 | 1 |
| Cc1ccc(NC(=S)NC2CCCC2)cc1 | -1 | 7 | -2 | 23 | -3 | -1 | -8.9 | 2 |
| CC(OC(=O)Cc1coc2ccc3ccccc3c12)C(=O)Nc1ncc(Cl)cc1Cl (centres undefined) | -1 | -1 | 8 | 2 | -5 | 7 | 15 | 8 |
| Cc1cc2nc(-c3ccc(SCC(=O)Nc4nccs4)nc3)[nH]c2cc1C | . | . | -7 | -66 | 0 | 55* | 3.5 | 8 |
| CCOC(=O)C1CCN(C(=O)C2(NC(=O)Nc3ccccc3C)CCCCC2)CC1 | 1 | -6 | -3 | 36 | -2 | 1 | -0.2 | 10 |
| CC(NC(=O)c1cccnc1)C(c1cccs1)N1CCOCC1 (centres undefined) | -3 | -5 | -1 | 13 | 1 | -13 | -0.5 | 4 |
| O=C(CSc1nc2[nH]ncc2c(=O)n1-c1ccc(Cl)c(Cl)c1)NCc1ccccc1Cl | -1 | 4 | 4 | 11 | 1 | 42 | 1.2 | 20 |
| COc1ccc(OC)c(Nc2nc(-c3ccccc3O)nc3ccccc23)c1 | -1 | -3 | 0 | 5 | -3 | 8 | 1.8 | -13 |
| COc1ccc(C(=O)n2nc(C)cc2C)cc1Br | -2 | -6 | 1 | -14 | -2 | -7 | 1.6 | -4 |
| O=C1COc2ccc(-c3n[nH]c(=O)c4ccccc34)cc2N1 | 1 | 0 | 5 | -2 | 1 | 6 | -0.5 | 8 |
| CCN(C(=O)COC(=O)CCCc1c[nH]c2ccccc12)c1c(N)n(Cc2ccccc2)c(=O)[nH]c1=O | . | . | -3 | -27 | 0 | -10 | -3.4 | 5 |
| CCOc1ccc(C(=O)NCC(=O)Nc2ccncc2)cc1OCC | 0 | 0 | 2 | 6 | 0 | -1 | -1.5 | -9 |
| CCCC(=O)Nc1ccccc1N1CCN(C(=O)c2ccccc2)CC1 | 0 | 0 | -1 | 8 | -1 | -25 | -2.7 | -4 |
| C=CCc1c(C)nc(-c2ccccc2)nc1N/N=C/c1ccncc1 | -1 | -8 | 4 | -2 | 2 | 9 | -0.5 | 5 |
| CCOC(=O)C1CCCN(C2CC(=O)N(c3ccc(C(C)C)cc3)C2=O)C1 (centres undefined) | -1 | 1 | 2 | 0 | 0 | -12 | 0.3 | 1 |
| c1coc(CNc2nc(-c3cccs3)cs2)c1 | -5 | 0 | 1 | -25 | -1 | -10 | -4.6 | 16 |
| Cc1ccc(NC(=O)C2CCCN2C(=O)OCc2ccccc2)cc1C (centres undefined) | -3 | -8 | -1 | 7 | 4 | -11 | -1.7 | 16 |
| CN(C(=O)c1cccc(C#CC(C)(C)O)c1)C1CCCN(Cc2ccccc2F)C1 (centres undefined) | -3 | -5 | -2 | 3 | -3 | 0 | -0.9 | 10 |
| COc1ccccc1NC(=O)COC(=O)CNC(=O)C1CCCCC1 | -2 | -4 | 1 | 6 | -1 | 11 | 0.1 | 2 |
| O=S(=O)(c1cccc(-c2nnco2)c1)N1CCCC1 | 2 | -1 | -4 | -2 | 0 | 0 | 0.7 | -8 |
| O=C(O)c1cccc(N2C(=O)c3cccnc3C2=O)c1 | -1 | -4 | -4 | 2 | 6 | -1 | 3.4 | -15 |
| O=C(NCCc1ccccc1)C(=O)NCCC1CCCCN1S(=O)(=O)c1cccs1 (centres undefined) | 1 | -5 | -23 | -4 | 1 | 4 | -0.2 | 7 |
| COCCn1c(COc2ccc(OC)cc2)nc2ccccc21 | 2 | 0 | -1 | -19 | -2 | -15 | -1.5 | 19 |
| Cc1nc(SCC(=O)N2CCC(Cc3ccccc3)CC2)[nH]c(=O)c1C | -2 | -9 | -6 | 8 | -2 | 6 | -0.4 | -2 |
| O=C(c1cc(COc2ccc(F)cc2Cl)on1)N(Cc1ccncc1)CC1CCCO1 (centres undefined) | -1 | -5 | -2 | 25 | 3 | 4 | 2.6 | 4 |
| O=C(COc1ccc(Cl)cc1)NNC(=O)c1ccccc1C(=O)O | 0 | -6 | 2 | 0 | -2 | 3 | -1.1 | -3 |
| CCOC(=O)N1CCN(c2c(N3CCN(c4ccccc4F)CC3)c(=O)c2=O)CC1 | 0 | -3 | -5 | 9 | -2 | 6 | 0.9 | 5 |
| COc1cccc(OCC(=O)Nc2ccccc2C(N)=O)c1 | 1 | -2 | -1 | -71 | 1 | -3 | 0.0 | 1 |
| CCC1CCCCN1CCCNC(=O)CN1C(=O)c2cccnc2Oc2ccc(Cl)cc21 (centres undefined) | 5 | 4 | -1 | 5 | 0 | -4 | -2.7 | 7 |

An excerpt of these results, with values under each structure.
Every second line gives: A3A deaminase, A3G deaminase, CXCR6 block, Gli-Sufu antag, GRIN3A LBD mod, EBI2 antag, MPTP inh, CCR6 antagonist
> COCCn1c(COc2ccc(OC)cc2)nc2ccccc21
    2, 0, -1, -19, -2, -15, -1.5, 19
> Cc1nc(SCC(=O)N2CCC(Cc3ccccc3)CC2)[nH]c(=O)c1C
    -2, -9, -6, 8, -2, 6, -0.4, -2

(list continues)
| smiles | A3A deaminase | A3G deaminase | CXCR6 block | Gli-Sufu antag | GRIN3A LBD mod | EBI2 antag | MPTP inh | CCR6 antagonist |
| --- | --- | --- | --- | --- | --- | --- | --- | --- |
| CCn1ccc(C(=O)Nc2ccsc2C(=O)OC)n1 | 2 | -5 | 5 | 3 | 1 | 8 | 0.9 | -2 |
| Cn1nc(C(=O)NNC(=O)c2ccc(Cl)c(S(N)(=O)=O)c2)c2ccccc2c1=O | -3 | -2 | 4 | 22 | 1 | 0 | -2.4 | 3 |
| O=S(=O)(NCc1ccco1)c1ccc(Cl)cc1Cl | -2 | 0 | 5 | -5 | -1 | 4 | 0.9 | 12 |
| O=C(Nc1cccc2ccccc12)/C(=C\c1cccc([N+](=O)[O-])c1)NC(=O)c1cccs1 | -3 | -6 | 6 | 5 | -5 | -12 | 8.1 | 18 |
| Cc1ccc(C)c(S(=O)(=O)N2CCN(C(=O)Cc3ccccc3)CC2)c1 | 1 | -1 | 9 | 4 | -1 | -4 | -0.8 | 1 |
| COc1cc(C)nc2nc(SCc3ccccc3)nn12 | -3 | -1 | 0 | -4 | 0 | 7 | 0.6 | 11 |
| CSc1ccc(CN(C)C(=O)c2ccc(S(=O)(=O)Nc3c(C)n(C)n(-c4ccccc4)c3=O)cc2)cc1 | . | . | 1 | 1 | 0 | 2 | -0.2 | -1 |
| Cc1ccc(CN(C)C(=O)c2cccc(S(=O)(=O)N3CCCC3)c2)cc1 | -3 | -6 | -1 | -1 | 1 | 4 | -1.2 | 0 |
| Cc1c(C(=O)OC(C)C)nnn1-c1nonc1N | -5 | -3 | -4 | -2 | 2 | -6 | 0.4 | -4 |
| O=c1c2ccccc2ncn1Cc1nc2ccccc2s1 | -3 | -4 | 1 | 8 | 0 | -13 | -3.8 | 8 |
| CCc1nnc(NS(=O)(=O)c2ccc(N3C(=O)C4CC=C(Cl)CC4C3=O)cc2)s1 (centres undefined) | -2 | -7 | -11 | 0 | -2 | 0 | 0.8 | -9 |
| CCCCn1nnc(NC(=S)NC(=O)c2ccc(OCC)c([N+](=O)[O-])c2)n1 | -3 | -2 | 23 | -3 | 0 | -4 | 0.4 | 40 |
| Cc1sc2nc(CN(CCc3ccccc3)C(=O)c3ccco3)[nH]c(=O)c2c1C | -5 | -3 | . | 1 | -2 | . | . | 13 |
| CCNC(=O)c1cc2c(=O)n3cccc(C)c3nc2n(CCc2ccccc2)c1=N | 4 | 0 | 9 | 18 | -2 | 2 | 0.5 | 9 |
| CNC(=O)c1ccsc1NC(=O)C1CCN(S(=O)(=O)c2ccc(Cl)s2)CC1 | -4 | -11 | -12 | 5 | -1 | 4 | -3.1 | 10 |
| CCOc1ccc(NC(=O)CSc2nnc(CNC(=O)c3ccco3)o2)cc1 | 6 | -6 | 1 | -10 | 0 | -3 | 1.4 | -1 |

Compound activity (PubChem BioAssay)
